G9a block – blocks human histone lysine methyltransferase G9a. 350,000 compounds, 8.8% hits. G9a H3K9 monomethylation, AlphaScreen, 2 h. Q96KQ7. Potency, µM (top dose mostly 102 µM), for the others: top-dose activity, negative = inhibition, hits mostly inhibitors; note: % is set by controls: 0 for no effect and ±100 for the full control effect; nearly all actives have a fitted effect of over 75% in size
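Using a bead-based AlphaScreen, monomethylated H3K9 product from 2 h room-temperature reactions (G9a 20 nM, peptide 500 nM, SAM 20 uM) was detected with 0.5 ug/mL rabbit anti-H3K9me1 antibody.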
APE1 inh – APE1 (human) endonuclease inhibition | Potency, µM (series often up to 65.8 µM), inactives show top-dose activity change, negative = inhibition, hits mostly inhibitors | 350,000 compounds, 0.35% hits | P27695 | AID 2517 | recombinant APE1, TAMRA/BHQ-2 abasic DNA cleavage fluorescence;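 note: plate controls were vehicle for no effect and reference inhibitor for full effect; nearly all actives have a fitted effect of over 55% in size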
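Incision of a quenched TAMRA/BHQ-2 THF abasic-site duplex (50 nM) by 0.75 nM APE1, after 15 min compound preincubation, measured as fluorescence increase over three 60 s reads. Values normalized to buffer, DMSO and NSC13755 control wells.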
BLM inh – inhibitors of human Bloom syndrome helicase BLM; P54132; recombinant BLM DNA unwinding, fluorescence dequenching; Potency, µM (titrated, usually from 56.1 µM), for the others: at the highest dose activity change, negative = inhibition, actives largely listed as inhibitors; 350,000 compounds, 0.2% hits; AID 2528;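 note: plate controls were vehicle for no effect and no enzyme for full effect; nearly all actives have a fitted effect of over 35% in size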
POLK inh – DNA polymerase kappa (human) inhibition. Q9UBT6. purified Pol kappa, fluorescent DNA synthesis assay, 10 min. 400,000 compounds, 0.53% hits. Potency, µM (highest dose often 107 µM), for inactives: top-dose activity, negative = inhibition, hits mostly inhibitors; note: % is set by controls: 0 for no effect and ±100 for the full control effect
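Kinetic fluorescence screen: compound preincubated 15 min RT with 10 nM enzyme; 50 nM substrate (final) initiates; reads at 0/10 min.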
Pol eta inh – inhibitors of human DNA polymerase eta; Q9Y253; 390,000 compounds, 1.2% hits; Potency, µM (doses to about 114 µM), for the others: top-dose activity change, negative = inhibition, actives largely listed as inhibitors; recombinant Pol eta, fluorescent DNA replication assay; AID 588591; note: % is set by controls: 0 for no effect and ±100 for the full control effect
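Pol eta (10 nM) was preincubated with compounds for 15 min at room temperature, after which fluorescent replication substrate (50 nM final) was added to start the reaction. Fluorescence was read kinetically at 0 and 10 min.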
Pol iota inh – blocks human DNA polymerase iota activity | Q9UNA4 | Pol iota fluorescent replication assay, 10 min | Potency, µM (highest dose often 115 µM), for the others: at the highest dose activity, negative = inhibition, actives largely listed as inhibitors | 390,000 compounds, 1% hits | AID 588590
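Pol iota at 10 nM preincubated 15 min with compounds at room temperature; reaction started with fluorescent substrate, 50 nM final. Fluorescence read kinetically at 0 and 10 min; buffer-only wells as negative control.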
BAZ2B block – BAZ2B (human) inhibition. 360,000 compounds, 4.4% hits. Q9UIF8. AlphaScreen BAZ2B-H3K14Ac peptide displacement. Potency, µM (doses to about 114 µM), without a hit: at the top dose activity change, negative = inhibition, most hits filed as inhibitors; note: % is set by controls: 0 for no effect and ±100 for the full control effect; nearly all actives have a fitted effect of over 60% in size
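Protein-peptide AlphaScreen: BAZ2B 50 nM, b-H3K14Ac 50 nM, 1x PBS pH 7.4 + 0.01% Tween-20. Preincubation 30 min RT; cpd 30 min RT (top 110 uM); beads 20 min RT, light-protected.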
JMJD2A Tudor – inhibitors of human JMJD2A Tudor domain; O75164; AlphaScreen JMJD2A-Tudor / H3K4me3 peptide binding; Potency, µM (highest dose often 114 µM), inactives show top-dose activity change, negative = inhibition, hits mostly inhibitors; 390,000 compounds, 4.4% hits; note: % is set by controls: 0 for no effect and ±100 for the full control effect; nearly all actives have a fitted effect of over 50% in size
Pol beta inh – inhibitors of human DNA polymerase beta; P06746; 340,000 compounds, 1.3% hits; Potency, µM (series often up to 114 µM), for the others: top-dose activity change, negative = inhibition, most hits filed as inhibitors; Pol beta primer extension/strand displacement, fluorescence kinetic; note: % is set by controls: 0 for no effect and ±100 for the full control effect
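10 nM enzyme + cpd, 15 min RT; start with substrate 50 nM final; read 0 min and after 10 min RT. Corrected, normalized data; 4-parameter Hill curve fit.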
Active calls of the source: *; ? = inconclusive; / = no result given; & = joins results of further samples; [ ] = dose if it differs, or a comment. Calls come from the whole dose curve; as a rule, active = well fitted curve in the direction sought with a large enough effect; inconclusive = small, poorly fitted or top-dose-only effect, or another doubt; inactive = no such curve, though single readings can be large; an effect the other way counts as inactive or inconclusive. Potency is the fitted concentration of half-maximal effect. These rows are one share of the data; rates above refer to the full screens.

SMILES	G9a block	APE1 inh	BLM inh	POLK inh	Pol eta inh	Pol iota inh	BAZ2B block	JMJD2A Tudor	Pol beta inh
N#C/C(=C\C=C\c1ccccc1)C(=O)Nc1ccccc1	10%[59 µM]	16%	2%	0%	-13%	19%	-4%	-23%	10%
Cc1cc(-n2c(SCC(=O)NCc3ccccc3)nc3ccsc3c2=O)ccc1Cl	3%[59 µM]	/	-1%	3%[60.1 µM]	-5%	0%	1%	-12%	34%[activator]
CC(=O)N1CCc2cc(Br)cc(S(=O)(=O)N3CCCCCC3)c21	-40%	-5%	-4%	-8%	-4%	33%[activator]	-3%	-5%	21%
CC(C)c1nc2c(s1)CCc1onc(-c3ccc(Cl)cc3)c1-2	1%[2.33 µM]	-7%	/	5%	-15%	11%	8%	1%	/
Brc1ccc2oc3c(N4CCOCC4)ncnc3c2c1	28%	-5%	3%	-3%	?	13%	-2%	4%	2%
O=C1CC(c2cccc(Oc3ccccc3)c2)NC(=O)N1 (stereo not given)	21%[59 µM]	-2%	-2%	1%	6%	9%	-6%	1%	40%
Cc1ccc(NC(=O)c2cccc(C(=O)OC(C)C)n2)c(Br)c1	70%[activator]	9%	-6%	-1%[60.1 µM]	-8%	1%	28%	11%	-1%
CCOC(=O)CSc1nnc(-c2cccnc2)o1	5%[59 µM]	1%	-1%	-17%	-15%	9%	-4%	-12%	0%
CC(OC(=O)CCC(=O)N1CCN(S(=O)(=O)c2ccc3ccccc3c2)CC1)C(=O)NC(N)=O (stereo not given)	-10%	27%	0%	-3%	9%	-5%	-13%	-11%	0%
COCCN(C(=O)CNC(=O)c1ccco1)C(C(=O)NC1CCCCC1)c1cccs1 (stereo not given)	9%[59 µM]	5%	-15%	3%	-8%	17%	1%	-2%	-24%
CN(Cc1nc(-c2cnccn2)no1)CC1(c2ccccc2)CC1(C)C (stereo not given)	/	2%	3%	-9%	-18%	-11%	11%	-7%	33%
CCN1CCN(CCC(=O)Nc2cc(C)ccc2C)CC1	5%	21%	-1%	12%	-15%	14%	-1%	-10%	?
CCCCc1nc2n[nH]c(N)c2c2c1CCCC2	-40%[59 µM]	4%	-2%	-14%	-5%	18%	-2%	-17%	-4%
COc1ccccc1C(=O)NCC(=O)OCC(=O)Nc1cccc(S(=O)(=O)N(C)C)c1	4%	-3%	1%	-11%	-26%	21%	-14%	-1%	20%
COc1ccc(O)c(-c2cc(-c3ccccc3Cl)[nH]n2)c1	/	-9%	-10%	-17%	-17%	-11%	?	?	28%
COc1cc(-c2nnc(COc3ccc(Cl)cc3C)o2)cc(OC)c1OC	15%	3%	-4%	0%	-1%	25%	6%	8%	45%
CCOC(=O)c1cccc(NC(=O)c2cccs2)c1	21%[59 µM]	12%	-3%	-10%	-17%	17%	9%	14%	17%
COc1ccc(OC)c(N=Cc2c(O)[nH]c3ccccc23)c1	/	-6%	-4%	-18%	-8%	?	3%	-10%	1%
Cc1cc(C)cc(NS(=O)(=O)c2ccc3oc(=O)ccc3c2)c1	-3%	24%	-2%	-4%	-12%	0%[58.9 µM]	0%	-13%	6%
CCN(CC)C(=O)CC1(c2ccccc2OC)CCOC(C(C)C)C1 (stereo not given)	22%	1%	-1%	1%	-15%	24%	7%	0%	21%
NS(=O)(=O)c1ccc(CNC(=O)c2cc(-c3ccccc3)nc3ccccc23)cc1	-28%[59 µM]	-3%	-6%	-5%	-10%	-12%	-31%	4%	?
COc1ccc(NC(=O)CSc2nc3scc(C)c3c(=O)[nH]2)cc1	51%	26%	-3%	-8%	-20%	9%	-14%	-35%	-20%
COc1ccc(NC(=O)C(NC(=O)c2ccc(=O)[nH]c2)c2ccc(OC)cc2)cc1 (stereo not given)	23%	1%	1%	-9%	-14%	20%	0%	-21%	20%
CCOc1cc(/C=C2/C(=N)N3N=C(CC)SC3=NC2=O)ccc1OC(=O)c1ccco1	/	-11%	-2%	-11%	-4%	?	-17%	-33%	-8%
COc1ccccc1N1CCN(CC(O)COCc2cccs2)CC1 (stereo not given)	3%	-1%	0%	-7%[60.1 µM]	-1%	-1%	-7%	-18%	4%
O=C(COC(=O)c1ccc2c(c1)OCCO2)Nc1cccc(S(=O)(=O)N2CCOCC2)c1	4%	-2%	0%	-8%	-9%	-23%	/	-28%	0%
Cc1sc(=NC(=O)c2ccco2)n(C)c1-c1ccccc1	-3%	1%	-3%	1%	-3%	33%[activator]	2%	-10%	20%
Cc1onc(-c2ccccc2Cl)c1C(=O)OCC(=O)Nc1ccc2c(c1)OCO2	-2%[59 µM]	-4%	-14%	-11%	-1%	2%	/	-30%	-1%
CCOC(=O)C1CCc2nc3ccccc3c(=O)n21 (stereo not given)	6%	4%	1%	-19%	4%	2%	8%	-4%	-12%
COc1ccc(CN2C(=O)N(c3ccccc3)C(=O)C2CC(=O)Nc2ccccc2)cc1OC (stereo not given)	-25%	0%	-7%	-6%	-13%	15%	-12%	-18%	19%
COc1cccc(Sc2nc(-c3ccccc3)ncc2S(C)(=O)=O)c1	-1%	19%	-1%	-3%	-2%	-18%	2%	-5%	-23%
COC(=O)c1nnn(Cc2ccccc2)c1N	24%	-4%	-2%	-10%	5%	6%	-3%	-4%	23%
COc1ccc(CCNC(=O)CSc2nc(-c3ccco3)cc(C(F)(F)F)n2)cc1	13%[59 µM]	8%	0%	-7%	8%	5%	-1%	-6%	17%
OCCNc1nc(Nc2ccccc2Cl)nc(N2CCCC2)n1	/	/	/	-3%	-3%	-2%	/	-24%	/
Cc1ccc(-c2nn3c(C)nnc3s2)cc1NC(=O)c1ccc(OC(C)C)cc1	?	-1%	0%	-6%	2%	20%	-16%	-16%	1%
CCCCN(NC(C)=O)c1nc(Cl)nc(NC(C)C)n1	50µM*	-8%	0%	-4%	-4%	3%	0%	-9%	-13%
O=C(CN(c1ccccc1)S(=O)(=O)c1ccccc1)Nc1ccc(F)cc1	17%	2%	-5%	12%	-13%	-5%	6%	-4%	13%
COc1ccccc1CCn1c(=O)cnc2cncnc21	-2%[0.501 µM]	-2%	0%	-5%[60.1 µM]	/	/	/	/	/
O=S(=O)(Nc1ncccn1)c1ccc(NC(=S)NCc2cccnc2)cc1	-27%	-5%	-7%	-4%	-25%	56%[activator]	-20%	-15%	25%
COc1ccc2oc3ccccc3c(=O)c2c1	8%	0%	0%	2%	-20%	25%	11%	12%	1%
Cc1ccc(S(=O)(=O)/C(C#N)=C/c2c(N3CC(C)OC(C)C3)nc3ccccn3c2=O)cc1 (stereo not given)	15%[0.0925 µM]	19%	-9%	-15%	0%	10%	?	-33%	-14%
COc1ccc(-c2cc3cc(F)ccc3cn2)cc1	/	3%	/	-13%	-6%	58%[activator]	/	-12%	/
CCC(=O)N1CCCc2cc(S(=O)(=O)N3CCC(C(=O)Nc4ccc(F)c(F)c4)CC3)ccc21	5%[59 µM]	/	-9%	-7%[60.1 µM]	-21%	-2%	-6%	-8%	-9%
CCC(=O)OCC(=O)Nc1cc(C)c(C)cc1[N+](=O)[O-]	-7%[59 µM]	5%	-1%	3%	-19%	31%[activator]	?	?	-1%
CC(C)CC(Nc1ncnc2scc(-c3ccccc3)c12)C(=O)O (stereo not given)	/	-9%	-5%	9%	-4%	3%	-22%	-7%	9%
Cc1ccc(-c2nnn(CC(=O)N(c3cnc4ccccc4c3)C(C(=O)NC3CCCC3)c3ccncc3)n2)o1 (stereo not given)	2%	2%	-7%	-18%	8%	?	/	-11%[11.4 µM]	1%
CCOC(=O)N1CCN(S(=O)(=O)N2CCCC(C(=O)NCc3cccc(OC)c3)C2)CC1 (stereo not given)	29%	-1%	2%&0%	-11%	-14%&-5%	12%&6%	0%&1%	-11%&-7%	8%&11%
Cc1ccc(S(=O)(=O)N=S(CCO)CCO)cc1	6%[59 µM]	-5%	-1%	-12%	-14%	-1%	6%	-6%	4%

Reprinted at random: four entries already listed.
SMILES	G9a block	APE1 inh	BLM inh	POLK inh	Pol eta inh	Pol iota inh	BAZ2B block	JMJD2A Tudor	Pol beta inh
COc1ccc2oc3ccccc3c(=O)c2c1	8%	0%	0%	2%	-20%	25%	11%	12%	1%
COc1ccc(-c2cc3cc(F)ccc3cn2)cc1	/	3%	/	-13%	-6%	58%[activator]	/	-12%	/
O=C(CN(c1ccccc1)S(=O)(=O)c1ccccc1)Nc1ccc(F)cc1	17%	2%	-5%	12%	-13%	-5%	6%	-4%	13%
CC(C)CC(Nc1ncnc2scc(-c3ccccc3)c12)C(=O)O (stereo not given)	/	-9%	-5%	9%	-4%	3%	-22%	-7%	9%

The list continues:
SMILES	G9a block	APE1 inh	BLM inh	POLK inh	Pol eta inh	Pol iota inh	BAZ2B block	JMJD2A Tudor	Pol beta inh
Cc1ccccc1C1C=C(c2ccc(Cl)cc2)Nc2nnnn21 (stereo not given)	-9%[59 µM]	/	1%	-9%[60.1 µM]	-4%	-8%	5%	6%	-23%
Cc1cc(NC(=O)c2cccc(COc3ccc(Br)cc3)c2)no1	-3%	-1%	1%	-5%	-20%	47%[activator]	10%	15%	-13%
COc1cc(NC(=O)c2ncn(-c3ccccc3)n2)cc(OC)c1	7%[59 µM]	/	0%	-22%	/	12%	4%	-1%	?
CCOC(=O)c1ccc(NS(=O)(=O)c2cn(C)c(C)n2)cc1	-2%[59 µM]	/	3%	-11%[60.1 µM]	0%	-7%	0%	-18%	29%
Cc1cccc(Nc2nc(N)c([N+](=O)[O-])c(N3CCCC(C)C3)n2)c1 (stereo not given)	40µM*	-8%	-16%	-22%	-27%	-8%	40µM*	40µM*	-15%
Cc1nc(Nc2ccc(S(=O)(=O)N3CCCC3)cc2)c2nnn(Cc3ccccc3)c2n1	5%[59 µM]	-2%	-7%	-15%	-7%	97%[activator]	-17%	-9%	0%
COc1ccc(CCN2CC(C(=O)NCc3ccco3)CC2=O)cc1OC (stereo not given)	-25%	-8%	1%	?	?	?	?	?	-9%
O=C1NC2(CCCC2)Oc2ccccc21	10%[59 µM]	9%	-2%	1%	-15%	70%[activator]	-3%	-8%	7%
O=C(CN1C(=O)CC(c2ccccc2)Sc2ccccc21)NCC1CCCO1 (stereo not given)	13%	-9%	-4%	-6%[60.1 µM]	-9%	-2%	4%	-7%	7%

Assay outcomes as filed in PubChem.
